RBX1-CUL1 inh = inhibitors of human ROC1-CUL1 ubiquitin ligase activity; in vitro K48 di-Ub FRET, acceptor:donor ratio, 45 min; AID 1347404; hit rate 0.6% among 140,000; inhibition, % at 10 µM; in the data active means inhibition above about 25%
Target sequence (P62877 whole entry, looked up): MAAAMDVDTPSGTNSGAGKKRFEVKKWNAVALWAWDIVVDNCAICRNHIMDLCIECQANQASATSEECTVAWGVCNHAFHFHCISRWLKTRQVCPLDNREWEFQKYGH
Target sequence (Q13616 whole entry, looked up): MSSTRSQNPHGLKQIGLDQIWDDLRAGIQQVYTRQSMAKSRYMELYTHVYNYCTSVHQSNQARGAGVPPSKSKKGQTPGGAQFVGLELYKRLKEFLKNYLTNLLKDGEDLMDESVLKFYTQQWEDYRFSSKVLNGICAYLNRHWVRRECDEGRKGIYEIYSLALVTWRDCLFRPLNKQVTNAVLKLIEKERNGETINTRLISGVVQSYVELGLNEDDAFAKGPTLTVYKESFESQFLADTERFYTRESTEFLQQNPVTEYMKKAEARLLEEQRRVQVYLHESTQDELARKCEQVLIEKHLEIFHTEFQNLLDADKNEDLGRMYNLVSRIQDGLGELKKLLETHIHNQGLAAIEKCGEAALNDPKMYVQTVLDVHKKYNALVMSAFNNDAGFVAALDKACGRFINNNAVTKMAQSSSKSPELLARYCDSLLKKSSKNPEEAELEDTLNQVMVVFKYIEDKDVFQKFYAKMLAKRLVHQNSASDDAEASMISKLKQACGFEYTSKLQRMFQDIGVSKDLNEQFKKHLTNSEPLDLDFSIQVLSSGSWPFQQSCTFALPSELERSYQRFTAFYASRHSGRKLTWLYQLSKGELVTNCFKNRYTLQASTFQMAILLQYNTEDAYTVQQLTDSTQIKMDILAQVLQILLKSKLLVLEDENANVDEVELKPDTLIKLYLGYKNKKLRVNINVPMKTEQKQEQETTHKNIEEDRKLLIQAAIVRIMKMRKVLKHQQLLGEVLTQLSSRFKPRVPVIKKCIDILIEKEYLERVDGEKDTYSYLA
Starred values were filed as active, the others as inactive; & = joins results of further samples.

compound | RBX1-CUL1 inh
O=C(CCc1ccccc1)CC(Nc1ccc(C(=O)O)cc1)c1ccc2c(c1)OCO2 (stereo unspecified) | -4
Cc1ccccc1C(OCCCc1nccn1C)c1ccccc1 (stereo unspecified) | 4
COc1cc(C(=O)Nc2cc(C)ccc2OCc2cc(=O)n3cc(C)sc3n2)cc(OC)c1OC | -1
Cc1c(C(=O)NCCc2ccc(S(N)(=O)=O)cc2)sc2nc3n(c(=O)c12)CCCC3 | 0
COc1ccc(/C(CCCCCC/C(=N\O)c2ccc(OC)cc2)=N\O)cc1 | -6
O=C(NNC(=O)c1cccs1)c1ccccc1 | -2
CCOc1cccc(C(=O)Nc2nc3c(s2)CC(C(C)(C)C)CC3)c1 (stereo unspecified) | 0
CC(C)C(=O)N(Cc1ccc(Cl)cc1)C1CCS(=O)(=O)C1 (stereo unspecified) | 6
CC1CC(=O)N(CC(=O)Nc2ccc(OC(F)(F)F)cc2)c2ccccc2S1 (stereo unspecified) | -1
CCCCNS(=O)(=O)c1cc(F)ccc1OC | 12
CCCSc1nnc2c(n1)-c1ccccc1NC(C)O2 (stereo unspecified) | 8
Cc1ccc(CSc2nnc3c(n2)OC2(Nc4ccccc4-3)C(=O)Nc3ccc(Br)cc32)cc1 (stereo unspecified) | 7
COc1ccc(OC)c(C(=O)c2c(N)c(-c3nc(-c4ccc(C)c(C)c4)cs3)c3ccccn23)c1 | -3
O=C(N/N=C/c1ccc(C(F)(F)F)cc1)c1cc2c(ccc3ccccc32)o1 | -3
C=CCN1C(=O)C(C2C(=O)Nc3ccccc32)=NC1=S (stereo unspecified) | 16
Cc1c(C(=O)N2CCC(C)CC2)c(S(=O)(=O)Nc2ccc(OC(F)(F)F)cc2)c(C)n1C | -12
O=C(Nc1ccc(O)cc1)c1ccc(-c2ccccc2)cc1 | 1
CCN(CC)C(=O)Cn1cc(C(=O)N[C@H](C)c2cccc(OC)c2)nn1 | 6
COC(=O)c1cn(C(=O)c2cccs2)c2ccccc12 | 3
CC(C)CC(C)NC(=O)COc1ccccc1 (stereo unspecified) | 2
Cc1sc(NC(=O)CSc2nnc(-c3ccco3)o2)c(C#N)c1C | -5
CCN(CC)C1CCN(C(=O)c2cnn(-c3nccc(-c4ccccc4OC)n3)c2C2CC2)C1 (stereo unspecified) | -4
CCOc1cc(CNc2nnn(C)n2)cc(Br)c1OCc1ccccc1Cl | -6
O=C1S/C(=C\c2ccc(N3CCCC3)c(F)c2)C(=O)N1Cc1ccccc1 | -2
O=C(Nc1ccc(OC(F)(F)F)cc1)c1cc2n(n1)C(C(F)(F)F)CC(c1ccc(Br)cc1)N2 (stereo unspecified) | 1

The closing 7 records of the section before open the next one.
compound | RBX1-CUL1 inh
COC(=O)c1cn(C(=O)c2cccs2)c2ccccc12 | 3
CC(C)CC(C)NC(=O)COc1ccccc1 (stereo unspecified) | 2
Cc1sc(NC(=O)CSc2nnc(-c3ccco3)o2)c(C#N)c1C | -5
CCN(CC)C1CCN(C(=O)c2cnn(-c3nccc(-c4ccccc4OC)n3)c2C2CC2)C1 (stereo unspecified) | -4
CCOc1cc(CNc2nnn(C)n2)cc(Br)c1OCc1ccccc1Cl | -6
O=C1S/C(=C\c2ccc(N3CCCC3)c(F)c2)C(=O)N1Cc1ccccc1 | -2
O=C(Nc1ccc(OC(F)(F)F)cc1)c1cc2n(n1)C(C(F)(F)F)CC(c1ccc(Br)cc1)N2 (stereo unspecified) | 1
CC1(C)COC(c2coc3ccccc3c2=O)OC1 | 1
COC(=O)C1=C2C(=O)NCCN2C2=C(C(=O)CC(C)(C)C2)C1c1ccc(SC)cc1 (stereo unspecified) | 3
CCCCOc1ccccc1C1C2=C(CCCC2=O)OC(=N)C1C#N (stereo unspecified) | 7
CCOC(=O)C1C(=O)/C(=C/c2cc(C)n(CCOC)c2C)SC1=Nc1ccc(Cl)cc1 (stereo unspecified) | 2
CCCCc1ccc(NC(=S)NC2CC(C)(C)NC(C)(C)C2)cc1 | 9
N#Cc1ccc2c(c1)C(=O)c1ccccc1CS2 | 2
Cc1cc(C)cc(-c2cccc3c4ccccc4c4cccc(-c5ccccc5)c4c23)c1 | 9
Cc1ccc(OCC(=O)N(Cc2nc(-c3ccccc3)no2)C(C)C)cc1C | 4
CN(C)c1ccc(/C=C(\C#N)c2nc3ccccc3s2)cc1[N+](=O)[O-] | -4
CCCCCCCSc1nc2sc3c(c2c(=O)n1-c1ccc(C)cc1)CCC3 | -6
CCc1cccc(C)c1NC(=O)CCCOc1ccccc1 | 2
CCCC(=O)Nc1scc(-c2ccc(OC)c(OC)c2)c1C(=O)OCC | -9
O=C(Oc1ccc(-n2ccnc2)cc1)c1ccc(-c2ccccc2)cc1 | 0
NC(=O)Cn1c(=O)oc2ccc(Cl)cc21 | -2
Oc1ccccc1-c1nc2c3c(-c4ccccc4)c(-c4ccccc4)n(Cc4ccco4)c3ncn2n1 | -12
Cc1ccc(Cl)cc1NC(=O)c1cc(S(=O)(=O)N2CCOCC2)cn1C | 4
CC1=NC(=S)NC(c2cccs2)C1C(N)=O (stereo unspecified) | 0
Cc1ccccc1CN1CCNC(=O)C1CC(=O)N1CCOCC1 (stereo unspecified) | -2
O=C(Nc1ccc2[nH]c(=O)c(=O)[nH]c2c1)c1cccc(F)c1 | -8
O=C(Nc1cnc2sc3c(n2c1=O)CCCC3)c1ccc(F)cc1 | 12
C=CCN1C(=O)S/C(=C/c2cc(C)n(CCOC)c2C)C1=O | 3
CCC1CN(CCC(=O)NCCC2COc3ccccc3O2)Cc2cc(OC)ccc2O1 (stereo unspecified) | 3
CSCCNc1nc2nonc2nc1NC1CCCC1 | 20
CCNS(=O)(=O)c1ccc2c(c1)NCC2 | 3
CCOC(=O)CN(c1ccccc1)C1SC(=O)N(Cc2cccc(C(=O)O)c2)C1=O (stereo unspecified) | 1
C#CCOCC(O)CN1CCN(c2cccc(C(F)(F)F)c2)CC1 (stereo unspecified) | 6
COc1cc(CCNC(=O)c2ccc3c(c2)c(C)c(C)n3Cc2cccc(C)c2)cc(OC)c1OC | 4
COc1ccccc1CN1CC(c2ncc(-c3ccccc3C)[nH]2)CC1=O (stereo unspecified) | -4
CCOC(=O)N1CCN(CC(O)COc2ccc(C)cc2C(C)(C)C)CC1 (stereo unspecified) | 7
CC(Sc1cccc[n+]1[O-])c1ccccc1 (stereo unspecified) | 1
CN1CCCN(c2nc3nonc3nc2N2CCSCC2)CC1 | 6
CO[C@H]1[C@H](NC(=O)c2cccc(F)c2)c2ccccc2C12CCN(C(=O)c1cc(C)oc1C)CC2 | 3
Cc1cc(C(=O)C(C)C)c(C)c([N+](=O)[O-])c1[N+](=O)[O-] | 8
CCc1c(C)sc(NC(=O)C2CCCO2)c1C#N (stereo unspecified) | 3
COc1ccc(NC(=O)C(=O)NCC(c2cccnc2)N2CCc3ccccc3C2)cc1 (stereo unspecified) | 5
Cc1nc2c(-c3ccccc3)c(C)nn2c(C)c1CCC(=O)NCc1ccc(Cl)cc1 | 7
COc1ccc(Cl)cc1Nc1ccc2cc(S(=O)(=O)N3CCCCC3)ccc2n1 | -3
O=S1Cc2cc3ccccc3cc2C1 | 0
CC(C)CNC(=O)CCSc1nc(-c2ccc3c(c2)OCO3)cc(C(F)(F)F)n1 | 2
O=C(NNC(=O)[C@@H]1CCCC[C@@H]1C(=O)O)Nc1ccccc1 | -3
Cc1ccc(-c2cc(-c3ccccc3)c3c(N)c(C(=O)Nc4ccccc4C(F)(F)F)sc3n2)cc1 | 7
Cc1ccccc1-n1ncc(C(C)NC(=O)C[n+]2cc([O-])on2)c1C (stereo unspecified) | -1
CC(C)CC(=O)Nc1c(Cl)ccc2nsnc12 | -5
CCCCNC(=S)Nc1ccc(Cl)cc1 | 7
Cc1ccc(N(C)C(=O)N2CCN(S(=O)(=O)c3ccc(C)c(C)c3)CC2)cc1 | 2
Cc1ccc(S(=O)(=O)N2CC3CC(C)(C=O)CC(C2)C32SCCS2)cc1 (stereo unspecified) | 0
CCCNC(=O)C1CCN(c2nc3ccc(C)cc3[nH]2)CC1 | 2
Cc1ccccc1C(=O)Nc1cc2c(cc1N1CCOCC1)n(C)c(=O)n2C | -7
CCOC(=O)CNC(=O)N1CCC(CC2CCCCO2)(C(=O)OCC)CC1 (stereo unspecified) | 0
COc1ccc(C)cc1S(=O)(=O)N(C)CC(=O)NC1CC1 | -2

(further entries)
compound | RBX1-CUL1 inh
CCOc1ccc(N=C2C(=O)N(c3cccc(Cl)c3Cl)C(=O)C2Cl)cc1 (stereo unspecified) | -4
COc1cccc(CNC(=O)CCc2cn(Cc3ccccc3Cl)c3ccccc23)c1 | -14
O=C(Nc1ccc(F)cc1F)c1cc2c(=O)n3ccccc3nc2s1 | -11
CCC(NC(=O)Nc1cccc(C)n1)(C(F)(F)F)C(F)(F)F | -10
COc1ccc(-n2nnnc2CC=Nc2ccccc2C(=O)c2ccccc2)cc1 | 1
O=C(CN1CCN(c2ccc(Cl)cc2)CC1)Nc1ccc(F)c(F)c1 | -6
CCC(=O)Nc1ccc(I)cc1C(F)(F)F | -2
CC(C)(C)c1ccc(S(=O)(=O)NCC(=O)N2CCN(C(=O)c3ccco3)CC2)cc1 | 11
C[C@H](N=Cc1ccc(C=N[C@@H](C)c2ccccc2)cc1)c1ccccc1 | 6
COc1ccc(CNC(=O)CN2C(=O)CCn3nc(-c4ccccc4)cc32)c(OC)c1 | 0
Cc1cccc(N2CCN(CC(=O)Nc3ccccc3Cl)CC2)c1C | 1
CN(C)c1ncc2c(n1)CCCC2NS(=O)(=O)Cc1ccccc1 (stereo unspecified) | 1
CCc1ccc(C(=O)Nc2ccc3nn(-c4ccc(C)c(Cl)c4)nc3c2)cc1 | -13
Nc1nc(CN2CCN(c3ccccc3)CC2)nc(N2CCCCC2)n1 | 6
O=C(O)c1ccccc1C(=O)Nc1ccc2c(c1)OCO2 | 0
COCC(=O)N1CCc2[nH]nc(-c3ccc4c(c3)OCO4)c2C1 | 11
COc1ccc(NS(=O)(=O)Cc2ccccc2C)cc1 | -3
CCCN(CCC)c1ccc(C2NC(=O)c3c(sc4c3CCN(C)C4)N2)cc1 (stereo unspecified) | 13
O=C(Nc1ccc(OC(F)(F)F)cc1)c1cc2c(=O)n3ccccc3nc2s1 | 4
COc1cc(NC(=O)Nc2nnc(N3CCCCC3)s2)cc(OC)c1 | -7
CCOC(=O)c1ccc(NC(=O)CC2C(=O)N(c3cccc(OC)c3)C(=O)N2C2CCCCC2)cc1 (stereo unspecified) | 4
CC1CCN(C(=O)C2CCCCC2C(=O)O)CC1 (stereo unspecified) | -4
O=C(CCC1(c2ccccc2)C(=O)c2ccccc2C1=O)NCCN1CCOCC1 | 10
Fc1ccc(CCC2CCCN(Cc3ncc[nH]3)C2)c(F)c1 (stereo unspecified) | -3
COc1ccc(C(=O)N2C[C@H](O)[C@@H](N(C)CCC3CCOCC3)C2)cc1 | 6

Retrieved one by one from the list above:
compound | RBX1-CUL1 inh
Nc1nc(CN2CCN(c3ccccc3)CC2)nc(N2CCCCC2)n1 | 6
CC(C)(C)c1ccc(S(=O)(=O)NCC(=O)N2CCN(C(=O)c3ccco3)CC2)cc1 | 11

(continued)
compound | RBX1-CUL1 inh
Cn1cc(Cl)c(CN2CCC(n3cc(C4CCCC4)nn3)CC2)n1 | -3
O=C(NCCCc1ccccn1)c1ccc(C2CCCN2C2CCCC2)s1 (stereo unspecified) | 12
CCCCn1c(=O)c2oc3ccccc3c2n(Cc2ccc(C)cc2)c1=O | -15
COC(=O)c1cc2ccc3ccccc3c2c2ccc3ccccc3c12 | 8
O=C(c1cc(=O)[nH]c(=O)[nH]1)N1CCCCC1 | 3
COc1ccc(C(=O)NC2CC(C)(C)Cc3nc(N4CCOCC4)ncc32)o1 (stereo unspecified) | 1
O=C(Nc1cccc(Oc2ccccc2)c1)C1CCN(S(=O)(=O)c2cccs2)CC1 | -1
Cc1cc(OCC(=O)Nc2cccc(-c3nc4ncccc4o3)c2)ccc1Cl | 13
O=C(O)CCC(=O)NC1CCCCC1NC(=O)CCC(=O)O (stereo unspecified) | 1
O=C(CN1C(=O)COc2ccc(S(=O)(=O)Nc3ccccc3)cc21)NCc1ccccc1Cl | -1
Cc1ccc(CSc2cn(CC(=O)N3CCCCC3)c3ccccc23)cc1 | -3
C(=N\Nc1nc(-c2ccccc2)cs1)/c1ccco1 | -6
CCC(Oc1ccc2ccccc2c1Br)C(=O)NNC(=O)c1cc2cc(Br)ccc2oc1=O (stereo unspecified) | -6
O=C(O)C1CCN(Cc2ccc(F)cc2)CC1 | 5
O=[N+]([O-])c1ccc(-c2nc3sccn3c2Br)cc1 | 2
CCCCSc1nc2scc(-c3ccc(OC)cc3)c2c(=O)[nH]1 | -3
COc1ccc(NC(=S)c2sc(N3CCOCC3)nc2N2CCOCC2)cc1 | -4
Cc1ccc(OC(=O)CSc2nnc(-c3ccc4c(c3)OCO4)o2)cc1 | -2
COc1ccc2cc(-c3[nH]ncc3CN3CCSCC3)ccc2c1 | 5
COC(=O)c1cc2c(C)cc3ccccn3c-2c1C(=O)OC | 7
O=C(Cc1cccs1)Nc1c(C(=O)Nc2ccc(F)cc2)oc2ccccc12 | -6
CC(=O)C1CC(=NC(=O)c2ccccc2)C(=O)N(c2ccccc2)C1=O (stereo unspecified) | -4
C=C(C)COc1cccc(C(=O)NC(C)CC)c1 (stereo unspecified) | 3
COc1ccc(-n2nc3ccc(NC(=O)c4cccc(Cl)c4)cc3n2)cc1 | -2
CC(C)c1ccc(NC(=O)CNC(=O)Cn2ccc3ccccc3c2=O)cc1 | -1
Cc1ccc(N(Cc2cccs2)C(=O)c2ccccc2[N+](=O)[O-])cc1 | 2
CCOC(=O)C(C)SC1=N/C(=C\c2ccccc2)C(=O)N1c1ccccc1 (stereo unspecified) | -2
O=C(NC1CCCCC1)N1CCN(c2ccc([N+](=O)[O-])cc2)CC1 | -8
Cc1ccccc1N(Cc1ccc(F)cc1)S(C)(=O)=O | 3&9
O=C1CCCN1c1ccc(S(=O)(=O)N2CCc3ccccc3C2)cc1 | 2

A portion of the library; count on the stated rates, not on these rows.
